IL2 activator – qHTS of IL-2 Activators; IL-2 activation reporter assay, cell-based qHTS; stimulated with anti-CD3/CD4/CD28 beads; in transgenic mouse T cells; activation, % (series mostly up to about 46 µM); hit rate 0.065% among 360,000; AID 652025, 2013; in the data active means activation above about 50%; inconclusive means mostly about 30% to 49%; further: 0% is about no effect
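First, unstimulated transgenic mouse T cells were exposed to compound for 60 min. Next, anti-CD3/anti-CD4-coated beads with anti-CD28 were added. Finally, after 18 h at 37 degrees C, EGFP and DsRed were imaged.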
PI5P4Ka inh – qHTS for Inhibitors of phosphatidylinositol 5-phosphate 4-kinase (PI5P4K); max response, %; AID 652105, 2013; hit rate 1.2% among 330,000; Phosphatidylinositol 5-phosphate 4-kinase type-2 alpha (Homo sapiens), P48426; PI5P4Kalpha enzyme, ADP-Glo luminescence, 60 min; hits give low values; active means max response of -50% or lower; inconclusive means between -30% and -50%; inactive means -30% or higher; further: value at the top dose of about 77 µM; on the % scale 0 is the no-effect control and ±100 the full control effect
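PI5P4Kalpha ADP-Glo assay; 5 microM ATP final; 60 min RT reaction; HEPES pH 7.4/EGTA/CHAPS, 5% DMSO; controls lacking substrate or enzyme; luminescent end-point.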
PLK1 PBD block – qHTS for Inhibitors of PLK1-PDB (polo-like kinase 1 - polo-box domain): Primary Screen. Plk1 PBD binding of FITC phosphopeptide, fluorescence polarization. hit rate 2.8% among 360,000. Serine/threonine-protein kinase PLK1 (Homo sapiens), P53350. Potency, µM, without a hit: max response, negative = inhibition, hits mostly inhibitors; further: potency means the concentration at half of the fitted maximal effect; series mostly up to about 57 µM; on the % scale 0 is the no-effect control and ±100 the full control effect; nearly all actives have a fitted effect of over 65% in size
GLP-1R inv ag – qHTS of GLP-1 Receptor Inverse Agonists (Inhibition Mode); HEK293 GLP-1R CRE-luciferase, luminescence, 24 h; GLP-1R form is constitutively active; Potency, µM (top dose mostly 38.3 µM), inactives show at the highest dose activity change, negative = inhibition, actives largely listed as inhibitors; hit rate 1.6% among 410,000; further: potency means the concentration at half of the fitted maximal effect; on the % scale 0 is the no-effect control and ±100 the full control effect; nearly all actives have a fitted effect of over 55% in size
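GLP-1R inverse agonism mode: basal reporter luminescence in engineered HEK293 cells measured after one day of compound exposure at 37 deg C, with a 12 min room-temperature detection step.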
GLP1R ag – qHTS of GLP-1 Receptor Agonists; HEK293 GLP-1R CRE-luciferase, luminescence, 4-6 h; cells express a hypersensitive GLP-1R form; Potency, µM (series often up to 45.6 µM), for inactives: at the highest dose activation, usual class: activators; hit rate 0.007% among 380,000; further: potency means the concentration at half of the fitted maximal effect; % of control where 0% means no effect
D3 ag – qHTS of D3 Dopamine Receptor Agonist: qHTS; D(3) dopamine receptor (Homo sapiens), P35462; D3R DiscoveRx beta-arrestin cells, luminescence, 90 min; max activation, %; hit rate 0.58% among 410,000; AID 652048, 2013; in the data active means max activation above about 30%; further: 0% is about no effect; mostly tested at two doses, the higher about 12 µM
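Agonist-mode cell screen: cells plated at 1500/well and incubated overnight at 37 °C, then exposed to library compounds for 90 min at 37 °C. Detection reagent was added for 30–60 min at room temperature, and luminescence was read.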
DRD3 antagonist – qHTS of D3 Dopamine Receptor Antagonist: qHTS; D(3) dopamine receptor (Homo sapiens), P35462; D3R cells, DiscoveRx beta-arrestin luminescence, antagonist mode; hits give low values; max response, negative = inhibition, %; hit rate 2.5% among 360,000; AID 652054, 2013; in the data active means max response below about -50%; inconclusive means no clear call, values can overlap the other calls; further: on the % scale 0 is the no-effect control and ±100 the full control effect; mostly tested at two doses, the higher about 12 µM
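Cells plated overnight at 1500 cells/well, then exposed to library compounds with dopamine controls for 90 minutes at 37 degrees C. DiscoveRx reagent added for 30–60 minutes at room temperature; luminescence read, quantitative HTS format.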
WRN inhibitor – qHTS for Inhibitors of WRN Helicase; Bifunctional 3'-5' exonuclease/ATP-dependent helicase WRN (Homo sapiens), Q14191; WRN helicase unwinding, fluorescent forked duplex, kinetic; Potency, µM (highest dose often 114 µM), without a hit: top-dose activity change, negative = inhibition, actives largely listed as inhibitors; hit rate 0.46% among 360,000; further: potency means the concentration at half of the fitted maximal effect; on the % scale 0 is the no-effect control and ±100 the full control effect; nearly all actives have a fitted effect of over 55% in size
Target sequence (Q14191 whole entry, looked up): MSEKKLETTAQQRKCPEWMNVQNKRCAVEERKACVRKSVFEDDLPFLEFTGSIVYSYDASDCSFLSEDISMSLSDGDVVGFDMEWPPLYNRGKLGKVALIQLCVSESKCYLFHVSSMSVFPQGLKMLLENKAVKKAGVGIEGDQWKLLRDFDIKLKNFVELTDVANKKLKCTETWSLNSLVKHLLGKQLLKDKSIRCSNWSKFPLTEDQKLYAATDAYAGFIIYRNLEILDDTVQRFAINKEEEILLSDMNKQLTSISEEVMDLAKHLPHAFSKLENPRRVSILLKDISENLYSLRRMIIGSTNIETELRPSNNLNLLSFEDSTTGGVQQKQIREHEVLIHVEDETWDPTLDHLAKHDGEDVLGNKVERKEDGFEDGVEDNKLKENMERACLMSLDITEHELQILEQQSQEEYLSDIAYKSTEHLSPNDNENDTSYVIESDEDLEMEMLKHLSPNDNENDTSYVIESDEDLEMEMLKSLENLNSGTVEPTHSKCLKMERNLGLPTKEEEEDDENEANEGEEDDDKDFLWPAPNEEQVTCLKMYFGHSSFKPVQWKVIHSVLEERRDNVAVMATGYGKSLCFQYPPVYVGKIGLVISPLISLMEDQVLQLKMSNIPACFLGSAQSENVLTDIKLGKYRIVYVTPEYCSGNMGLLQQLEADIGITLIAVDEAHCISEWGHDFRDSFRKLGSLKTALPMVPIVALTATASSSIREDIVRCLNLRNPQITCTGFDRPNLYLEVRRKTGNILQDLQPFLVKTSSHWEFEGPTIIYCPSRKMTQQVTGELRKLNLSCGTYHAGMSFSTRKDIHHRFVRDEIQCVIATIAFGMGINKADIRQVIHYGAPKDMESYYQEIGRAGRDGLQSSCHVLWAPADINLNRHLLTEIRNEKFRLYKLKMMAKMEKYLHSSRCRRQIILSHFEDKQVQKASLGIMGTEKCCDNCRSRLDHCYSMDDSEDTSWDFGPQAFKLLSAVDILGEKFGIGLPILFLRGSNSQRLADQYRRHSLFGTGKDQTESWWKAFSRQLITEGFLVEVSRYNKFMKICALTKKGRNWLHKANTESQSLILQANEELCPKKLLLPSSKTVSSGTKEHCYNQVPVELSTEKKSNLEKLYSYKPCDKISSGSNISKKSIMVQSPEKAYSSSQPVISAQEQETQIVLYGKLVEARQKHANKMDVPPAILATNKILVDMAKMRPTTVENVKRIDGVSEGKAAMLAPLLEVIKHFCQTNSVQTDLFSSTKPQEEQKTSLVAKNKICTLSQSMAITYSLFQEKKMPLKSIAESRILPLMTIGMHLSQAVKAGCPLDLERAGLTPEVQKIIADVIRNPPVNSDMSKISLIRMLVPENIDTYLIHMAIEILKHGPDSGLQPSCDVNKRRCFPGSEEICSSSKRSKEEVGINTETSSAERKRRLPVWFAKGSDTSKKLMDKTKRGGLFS
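WRN at 20 nM final was preincubated with compound for 15 min at room temperature; reaction started with 100 nM forked duplex oligonucleotide carrying fluorophore and quencher plus 2 mM ATP (final). Unwinding followed kinetically by red fluorescence (ex 525/em 598 nm).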
HEK293 tox – qHTS of GLP-1 Receptor Inverse Agonists: Cytotox Screen | HEK293 cAMP-luciferase reporter cells, luminescence, 24 h | Potency, µM (highest dose often 38.3 µM), for inactives: top-dose activity change, negative = inhibition, usual class: inhibitors | hit rate 0.13% among 410,000 | AID 624418, 2012;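 further: loss of luciferase light is scored as toxicity; potency means the concentration at half of the fitted maximal effect; on the % scale 0 is the no-effect control and ±100 the full control effect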
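To flag toxic compounds, the library was rerun on cells for 24 hr at 37 deg C and 5% CO2. Viability-linked luminescence was captured 12 min after adding luciferase detection reagent.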
* hit, by the source's call; ? = inconclusive; . = not tested or not shown; [ ] = remark or other dose. Unless noted, the call rests on the fitted dose curve; in most records, active means well fitted curve in the direction sought with a large enough effect; inconclusive means small, poorly fitted or top-dose-only effect, or another doubt; inactive means no such curve, though single readings can be large; an effect the other way counts as inactive or inconclusive.

SMILES	IL2 activator	PI5P4Ka inh	PLK1 PBD block	GLP-1R inv ag	GLP1R ag	D3 ag	DRD3 antagonist	WRN inhibitor	HEK293 tox
OCC1(Cc2ccccc2)CCCN(Cc2cn[nH]c2-c2ccccc2)C1 (stereo not given)	-1.5	3	-14%	?	4%	-13	-3	11%	0%
CCC(C)NC(=O)CSc1nc2cc(S(=O)(=O)N3CCOCC3)ccc2n1CC (stereo not given)	0.6	2	-3%	8%	-16%	2	29	8%	-4%
Cc1ccc(C(O)c2ncc(-c3ccc(F)cc3)[nH]2)c(C)c1 (stereo not given)	0.0	1	-7%	?	6%	2	19	-11%	3%
CCOC(=O)c1c(SCC(=O)Nc2nc(C)cs2)nc(=O)[nH]c1C	-1.9	-4	-4%	4%	-2%	9	-11	-9%[57.1 µM]	-3%
CCCCNC(=O)c1onc(CSc2cccc(OC)c2)c1C(=O)NCCCC	-3.2	16	?	?	-6%	19	34	-8%	-18%
Oc1cc(Br)ccc1C=Nc1ccc(N2CCCCC2)cc1	-0.3	3	10%	14%	-3%	-1	?	-2%	5%
O=C(Nc1ccc(N2CCOCC2)c(Cl)c1)c1cc2ccccc2o1	0.3	4	-4%	?	-24%	-7	-27	-9%	?
CCN1CCN(CCCNC(=O)CNC(=O)c2nn(-c3ccc(OC)cc3)c(=O)c3ccccc23)CC1	-1.9	0	-7%	14%	23%	-11	6	-1%	-1%
CC(=O)NS(=O)(=O)c1ccc(NC(=S)NC(=O)Cc2ccccc2)cc1	0.1	0	-12%	2%	1%	4	-1	-4%	1%
Cc1nn(Cc2ccccc2Cl)c(C)c1C(=O)NCC(c1cccs1)N1CCOCC1 (stereo not given)	-0.5	3	2%	?	2%	0	36	1%	?
COc1ccc2cc(CCOC3CCCCO3)ncc2c1 (stereo not given)	-0.1	0	-7%	?	-4%	2	-12	1%	4%
Cc1ccc(Nc2ncnc(-n3cccc3)n2)cc1Cl	0.6	1	-6%	-11%	15%	1	0	-3%	-15%
COc1cccc(COC(=O)C(Cc2ccccc2)NC(=O)c2ccco2)c1 (stereo not given)	0.0	-2	-1%	11%	-1%	-1	0	-3%	-25%
O=C1/C(=C/c2ccccc2)SC(=S)N1C1CCS(=O)(=O)C1 (stereo not given)	0.2	1	-6%	-26%	-8%	-14	0	3%	-20%
OCC1OC(Oc2c(Br)cc(Br)cc2Br)C(O)C(O)C1O (stereo not given)	0.1	2	-1%	?	0%	17	10	-1%	-9%
CC1(C)Cc2c(c(-c3ccccc3)[nH]c(=O)c2C#N)CS1	-3.8	-5	-12%	30%	-10%	-3	5	-5%	54%[activator]
CC[C@]12c3[nH]c4cc(CCC(=O)N(C)C)ccc4c3CCN1C(=O)[C@@H](CC(=O)NCCc1ccccn1)C[C@@H]2C(=O)N1CCN(C(=O)c2ccco2)CC1	0.8	-5	1%	17%	-3%	3	9	0%	-12%
c1ccc(COc2ncnc3c2ncn3CCCNCC2CCCO2)cc1 (stereo not given)	-0.5	-1	-8%	-11%	18%	-6	-18	-1%	2%
NC(=O)C1CCN(C(=O)C2CC(=O)N(c3ccc(F)cc3)C2)CC1 (stereo not given)	-2.7	1	2%	8%	-4%	-2	1	-7%	-1%
COc1ccc(Cn2ccc(=O)c(Cc3c(Cl)cccc3Cl)c2C)cc1	-0.4	1	-8%	?	10%	1	?	-6%	2%
Cc1cc(=O)oc2cc(OCC(=O)N3CCN(c4ccccc4)CC3)ccc12	-0.1	-1	1%	-7%	-2%	-5	4	-6%	-5%
C=CCNC(=O)C1CCN(S(=O)(=O)c2ccc3ccccc3c2)CC1	-4.5	0	-12%	34%[activator]	10%	-1	-7	2%	-6%
O=C(COC(=O)COc1ccccc1)Nc1ccc(S(=O)(=O)N2CCOCC2)cc1	-0.5	1	-5%	12%	7%	-5	0	-1%[57.1 µM]	-2%
CCOc1ccc(C(=O)COC(=O)CNC(=O)C2CCCCC2)cc1	-0.3	7	-1%	-10%	-6%	-3	7	1%	3%
Cc1cc(C)c2c(N)c(C(=O)Nc3ncc(C)s3)sc2n1	-0.6	-21	-18%	1.3µM*	-27%	-10	15	-25%	247%[activator]
(further entries)
SMILES	IL2 activator	PI5P4Ka inh	PLK1 PBD block	GLP-1R inv ag	GLP1R ag	D3 ag	DRD3 antagonist	WRN inhibitor	HEK293 tox
O=C1CC(c2ccco2)Sc2ccccc2N1 (stereo not given)	-0.2	-5	-18%	30%	11%	4	16	-3%	5%
O=C(c1ccc2c(c1)N(Cc1ccccc1F)C(=O)c1ccccc1S2=O)N1CCN(c2ccccc2)CC1 (stereo not given)	.	.	.	-3%	0%	7	.	.	1%
Cc1ccc(C)c(C(=O)CCC(=O)N2CCN(c3cccc(C(F)(F)F)c3)CC2)c1	0.1	18	7%	?	-5%	4	35	-12%	-1%
CS(=O)(=O)c1ccc(C(=O)OCC(=O)Nc2cccnc2Cl)cc1[N+](=O)[O-]	-0.6	0	-18%	-22%	-5%	-22	-68*	-19%	?
CC(=O)Nc1cccc(C(=O)OCC(=O)NC(C)c2ccc(F)cc2)c1 (stereo not given)	-0.8	4	-4%	-23%[0.307 µM]	2%	-6	6	5%	-4%[0.307 µM]
COc1ccc(C/C(O)=C(\C#N)c2nc3ccccc3s2)cc1	1.2	.	-9%	0%	-5%	15	11	-7%	-15%
CC[N+](C)(C)CCN(Cc1ccc(Cl)cc1)c1ccccn1	0.2	-1	-7%	-6%	9%	1	-8	3%	3%
COC(=O)C1=C(C(=O)OC)[C@@H]2Nc3ccccc3[C@@]23C[C@@H](C(=O)OC)N(C(=O)CC(C)C)C3=N1	-1.8	10	?	-22%	3%	11	23	-8%	-12%
Cc1cccc(C)c1NC(=O)CN(C)C(=O)CSCc1c(C)noc1C	-2.3	-3	-4%	-21%	-9%	0	-1	5%	-1%
O=C1c2ccccc2C(=O)N1c1ccc(S(=O)(=O)N2CCN(c3ccccc3)CC2)cc1	2.1	6	3%	-1%	-14%	6	-12	0%	1%
CCOc1nc2cnccc2n(CC(=O)Nc2ccccc2F)c1=O	1.6	-3	6%	15%	-5%	-3	10	-3%	7%
C=CCOc1ccc(/C(O)=C2\C(=O)C(=O)N(CCCOC)C2c2ccc(O)c(OC)c2)cc1 (stereo not given)	0.2	-2	-7%	0%	-9%	4	0	7%	-7%
CCSc1nc2c(c(=O)[nH]1)C(C(C)C)C(C#N)=C(N)O2 (stereo not given)	0.7	-10	-12%	52%[activator]	0%	0	-1	-1%	-5%
CC(CN(C)Cc1ccccc1)OC(=O)c1cccs1 (stereo not given)	0.0	.	-1%	-4%	1%	-5	-76*	-1%	-24%
COc1ccccc1C(=O)Nc1nnc(-c2ccc3c(c2)CCCC3)o1	0.7	-5	2%	?	-3%	-11	0	-12%	11µM*
CC(C)CCNC(=O)c1onc(CSc2ccncc2)c1C(=O)NCCC(C)C	-0.1	4	-2%	-22%	2%	-28	?	-4%	6%
Cc1ccc(NC(=O)COC(=O)Cc2ccsc2)c(C)c1	-1.5	-2	-16%	7%	5%	9	3	-4%	-10%
NC(=O)CC(NC(=O)Cc1ccc(Cl)cc1)c1ccc(NCCN2CCOCC2)c([N+](=O)[O-])c1 (stereo not given)	0.1	1	0%	7%	0%	-5	-11	8%	0%
Cc1cc2c3c(c1C)C1(C(=O)N3C(C)(C)CC2C)C(C#N)=C(N)Oc2cc(O)ccc21 (stereo not given)	0.5	.	-6%	?	2%	-17	-10	-22%	?
NNC(=O)c1sc2cc(C(F)(F)F)cnc2c1-c1ccccn1	0.0	2	-3%	20%	14%	0	-3	1%[57.1 µM]	2%
CCn1c(O)c(N=NC(=O)C(O)c2ccccc2)c2ccccc21 (stereo not given)	-2.4	10	-2%	39%	21%	2	18	-3%	-19%
CC(OC(=O)c1ccc(NS(=O)(=O)c2ccc3[nH]c(=O)[nH]c3c2)cc1)C(=O)Nc1cccc(Cl)c1Cl (stereo not given)	4.1	1	4%	27%	15%	5	4	-12%	-26%
CCOC(=O)/C(=N/Nc1ccccc1OC)N1CCCc2ccccc21	-0.2	10	-4%	?	6%	9	-9	0%	-7%
COC(=O)c1ccc(CSc2nnc(-c3ccncc3)o2)o1	0.4	1	-10%	13%	1%	-6	-15	-4%	39%[activator]
CC(Oc1ccc(Cl)cc1Cl)C(=O)NNC(=O)[C@@H]1CCCC[C@@H]1C(=O)O (stereo not given in full)	-2.4	5	-2%	-10%	-2%	2	4	8%	6%
CCN1CCN(S(=O)(=O)c2ccc(Cl)c(C(=O)NCc3nc4ccccc4[nH]3)c2)CC1	-0.5	5	0%	-24%	-3%	-1	-4	-12%	5%
COCCn1nnnc1C(c1ccccc1Cl)N1CCN(c2ccccc2OC)CC1 (stereo not given)	-5.1	-4	-4%	-7%	-2%	-15	0	-17%	8%
Cc1cccc(N2C(=O)CC(Sc3ccccc3C(=O)O)C2=O)c1 (stereo not given)	-2.0	0	-23%	0%	-4%	-2	-4	-13%[57.1 µM]	1%
Cc1csc2nc(COC(=O)c3cccc(N(C)C)c3)cc(=O)n12	-2.9	1	-21%	38%[activator]	-2%	10	27	-31%	-14%

Quoted at random: four entries already listed
SMILES	IL2 activator	PI5P4Ka inh	PLK1 PBD block	GLP-1R inv ag	GLP1R ag	D3 ag	DRD3 antagonist	WRN inhibitor	HEK293 tox
Cc1ccc(C)c(C(=O)CCC(=O)N2CCN(c3cccc(C(F)(F)F)c3)CC2)c1	0.1	18	7%	?	-5%	4	35	-12%	-1%
O=C(c1ccc2c(c1)N(Cc1ccccc1F)C(=O)c1ccccc1S2=O)N1CCN(c2ccccc2)CC1 (stereo not given)	.	.	.	-3%	0%	7	.	.	1%
CC[N+](C)(C)CCN(Cc1ccc(Cl)cc1)c1ccccn1	0.2	-1	-7%	-6%	9%	1	-8	3%	3%
CCOC(=O)/C(=N/Nc1ccccc1OC)N1CCCc2ccccc21	-0.2	10	-4%	?	6%	9	-9	0%	-7%

High-throughput results as filed in PubChem BioAssay.
